High-throughput results (PubChem BioAssay)
RTF Ca sens act: cardiac RTF calcium sensitization; P19429+P45379; IANBD-labeled TnC RTF fluorescence at EC20 calcium; 0% EC20 calcium, 100% full calcium; activation, % at 7.2 µM; 340,000 compounds, 0.24% hits;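 active means activation above the mean over all tested compounds plus 3 SD, cut at about 30% in these data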;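 further: rise in fluorescence read as greater calcium sensitivity of cardiac thin filaments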
HTR5A ag ctr: HTR5A agonism, opioid heterodimer counter-screen; 340,000 compounds, 0.61% hits; activation, % at 9.3 µM; P47898; AID 504692; HTR5A agonist assay, luminescence, cell-based; in the data active means activation mostly above about 9.5%, no sharp cut-off; inactive means mostly below about 7.6%;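 further: 0% = cells with vehicle only and 100% = reference agonist; strong numbers were not always called active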
Target sequence (P47898 whole entry, looked up): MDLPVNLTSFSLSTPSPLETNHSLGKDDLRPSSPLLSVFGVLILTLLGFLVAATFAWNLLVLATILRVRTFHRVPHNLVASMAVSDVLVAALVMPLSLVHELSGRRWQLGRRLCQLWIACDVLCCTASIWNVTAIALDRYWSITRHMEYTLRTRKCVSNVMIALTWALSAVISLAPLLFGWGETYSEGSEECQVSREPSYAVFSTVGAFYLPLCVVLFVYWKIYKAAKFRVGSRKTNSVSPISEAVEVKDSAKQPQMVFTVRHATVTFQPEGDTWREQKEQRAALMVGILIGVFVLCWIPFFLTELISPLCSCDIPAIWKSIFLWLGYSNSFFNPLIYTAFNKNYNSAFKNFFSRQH
Keap1-Nrf2 PPI: Keap1-Nrf2 (human) interaction inhibition; inhibition, % at 9.4 µM; 340,000 compounds, 0.15% hits; Keap1 Kelch-Nrf2 peptide fluorescence polarization, 1536-well; Q14145; AID 504523; in the data active means inhibition above about 12%;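 further: human Keap1 Kelch domain with fluorescein labeled Nrf2 9mer peptide probe; 0% = neutral control wells and 100% = peptide positive control; higher means more block of Keap1 binding to Nrf2 peptide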
Target sequence (Q14145 whole entry, looked up, the tested form may be a part): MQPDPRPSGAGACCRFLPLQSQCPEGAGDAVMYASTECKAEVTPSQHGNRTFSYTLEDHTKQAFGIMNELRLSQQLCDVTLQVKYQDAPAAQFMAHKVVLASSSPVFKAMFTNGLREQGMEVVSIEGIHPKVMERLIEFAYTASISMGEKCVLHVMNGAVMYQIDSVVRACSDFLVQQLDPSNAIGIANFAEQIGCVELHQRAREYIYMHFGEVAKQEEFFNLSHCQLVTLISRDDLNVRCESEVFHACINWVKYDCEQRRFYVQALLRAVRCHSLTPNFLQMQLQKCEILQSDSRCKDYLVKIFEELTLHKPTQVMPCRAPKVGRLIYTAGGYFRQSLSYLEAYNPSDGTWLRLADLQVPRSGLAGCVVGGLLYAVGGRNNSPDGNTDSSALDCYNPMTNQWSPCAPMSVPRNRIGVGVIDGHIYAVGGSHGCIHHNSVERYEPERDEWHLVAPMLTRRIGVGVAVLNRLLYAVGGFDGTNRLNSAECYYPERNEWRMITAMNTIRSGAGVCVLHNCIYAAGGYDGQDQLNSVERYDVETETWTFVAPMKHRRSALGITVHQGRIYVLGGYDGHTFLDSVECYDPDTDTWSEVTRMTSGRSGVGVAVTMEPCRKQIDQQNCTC
CAL-PDZ inh HTS: blocks peptide binding to the human CAL PDZ domain; Q9HD26; purified CAL PDZ, TMR-peptide fluorescence polarization, 1 h; inhibition, % at 24.9 µM; 300,000 compounds, 0.92% hits; AID 602252;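 active means mean inhibition of at least 30% with at least half of replicates also reaching 30%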;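 further: 0% = DMSO neutral control and 100% = excess unlabeled competitor peptide PRC23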
MOR-DOR ag: agonists of human mu-delta opioid receptor heterodimerization. P35372+P41143. 340,000 compounds, 0.3% hits. activation, % at 9.3 µM. cells, OPRM1-OPRD1 heterodimerization, luminescence; in the data active means activation above about 18%;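 further: 0% = vehicle-treated cells and 100% = reference agonist; values of inactives mirror those of a sister screen read the other way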
MOR-DOR inv ag: inverse agonists of human mu-delta opioid receptor heterodimerization | cell-based MOR-DOR heterodimer luminescence, inverse agonism | P35372+P41143 | 340,000 compounds, 0.21% hits | inhibition, % at 9.3 µM; in the data active means inhibition above about 22%, passing the limit was not always enough;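 further: 0% = cells with DMSO and 100% = wells without cells with DMSO; values of inactives mirror those of a sister screen read the other way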
C-LANA FP: inhibitors of KSHV LANA C-terminal domain DNA binding; MBP-C-LANA/FAM-LBS DNA binding, fluorescence polarization; inhibition, % at 9 µM; 340,000 compounds, 0.078% hits;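 active means highest replicate inhibition at or above 60% at 9 µM, even if other replicates fall short; inactive means all replicates below 60% inhibition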;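 further: 0% = neutral control wells and 100% = 4 µM acridine orange control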
V-ATPase pH: yeast V-ATPase proton transport regulation by pHLuorin; S. cerevisiae, pHLuorin cytosolic pH fluorescence; response, % at 10 µM; 350,000 compounds, 0.37% hits; in the data active means response mostly above about 7.3%, no sharp cut-off; inactive means mostly below about 5.4%; further: actives read high; inactives centre near 0; some compounds called inactive have numbers as strong as hits; reference of the scale not given here
Cardiac RTF inh: cardiac RTF calcium desensitization | P19429+P45379 | IANBD-labeled cardiac RTF, Ca2+ fluorescence | inhibition, % at 7.15 µM | 340,000 compounds, 0.12% hits | AID 493244;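 active means inhibition above the mean inhibition of all tested compounds plus 3 SD, cut at about 17% in these data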;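 further: assay run at fixed EC70 calcium of 1.6 mM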
HTR5A inv ag: counter-screen for OPRM1-OPRD1 inverse agonists: human HTR5A inverse agonism; HTR5A cell line, luminescence; inhibition, % at 9.3 µM; 340,000 compounds, 0.083% hits; AID 504634; in the data active means inhibition mostly above about 23%, no sharp cut-off; inactive means mostly below about 18%;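 further: 0% = cells with DMSO and 100% = no-cell wells with DMSO; some compounds called inactive have numbers as strong as hits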
* marks the source's active call; other numbers are inactive results; · = not tested or not shown; & = joins results of further samples.

SMILES	RTF Ca sens act	HTR5A ag ctr	Keap1-Nrf2 PPI	CAL-PDZ inh HTS	MOR-DOR ag	MOR-DOR inv ag	C-LANA FP	V-ATPase pH	Cardiac RTF inh	HTR5A inv ag
O=C(NCC(c1ccco1)N1CCN(c2ccc(F)cc2)CC1)C(=O)NC1CCCCC1 (stereo unspecified)	-4	5	2	·	-0.1	0	0.5	-6	-13	-18
Cc1ccc2c(c1)/C(=N/OC(=O)c1ccc(F)cc1)CCS2	-2	3	2	-2	-1.9	10	0.9	-9	-4	-6
COc1ccc(OCC(=O)N/N=C/C2CC=CCC2)cc1 (stereo unspecified)	3	6	-1	-7	-1.3	7	-2.0	-4	-5	-17
CCN(C(=O)CN1CCN(c2cccc(Cl)c2)CC1)c1c(N)n(Cc2ccccc2)c(=O)[nH]c1=O	-1	3	·	-2	4.5	-22	·	-5	-2	-7
CC1CCCCC12NC(=O)N(CC(=O)NCc1ccccc1)C2=O (stereo unspecified)	4	2	1	-1	-0.8	4	-2.4	4	2	-8
CN(C)S(=O)(=O)c1cccc(NC(=O)c2cncc(Br)c2)c1	-1	-1	1	-5	-2.2	12	-0.2	-2	-2	-16
COc1cccc(NC(=O)CN2CCN(c3ccc(F)cc3)CC2)c1	-1	3	3	-2	-2.1	9	0.5	-4	-4	4
COCCN1C2=C(C(=O)CC(C)(C)C2)C(c2ccc(O)c(OC)c2)C2=C1CC(C)(C)CC2=O	-7	1	-3	17	0.0	0	0.7	-1	-1	-5
COC(=O)NC(NC(=S)Nc1cccc(C)c1)C(Cl)(Cl)Cl (stereo unspecified)	2	-1	-1	-2	-1.5	7	0.1	2	-1	-22
CCOC(=O)c1ccccc1N/C=C/C(=O)c1ccccc1	-6	3	6	3	1.1	-6	1.2	2	-8	-11
CSCCC(NC(=O)c1ccccc1)C(=O)NCc1ccc(S(N)(=O)=O)cc1 (stereo unspecified)	-6	2	3	-6	-0.1	0	2.5	-2	-4	-7
Cc1ccc(-c2c(C(=O)N/N=C/c3ccc4c(c3)OCO4)nnn2-c2nonc2N)cc1	-2	-3	0	1	-1.1	6	-0.1	-2	-8	10
COc1ccc(S(=O)(=O)N(C)C)cc1NCC(=O)Nc1ccc(Br)c(C)c1	5	-4	-1	-15	2.3	-11	0.8	0	-9	19
Cc1ccccc1Cn1nc(C)c(NC(=O)C(F)(F)F)c1C	1	-4	-5	-1	-2.5	14	-0.3	-2	0	9
COC(c1ccccc1)c1nnc(CCC(=O)NCCc2ccc(Cl)cc2)o1 (stereo unspecified)	-4	0	-6	-4	1.8	-8	-0.4	0	-4	0
CCN(CC)CCN1c2ccccc2Sc2ccccc21	-5	-1	2	-2	2.1	-11	1.1	1	-7	5
COc1cc(/C=N/NC(=O)c2cc(-c3ccccc3)nc3ccccc23)ccc1O	-1	5	-4	-5	-2.9	13	0.1	-2	-12	-16
COc1cccc2c(=O)n(CC(=O)N3CCCCC3)ccc12	-6	-1	-3	-3	-1.4	8	-0.1	1	-4	-8
COc1ccccc1C(=O)NCCC(=O)NC1=NCCS1	4	-4	-8	-2	-1.8	7	-1.6	-3	-7	12
O=C1Nc2ccccc2C1=Nc1ccc(-c2nnc3n2CCCCC3)cc1	-2&4	-2&-2	1&-3	-5&0	-6.8&-11	35*	-0.5&-0.4	2&2	4&4	6&6
CN(C)S(=O)(=O)c1ccc(C(=O)NCC(C)(C)N2CCOCC2)cc1	5	1	1	0	-2.0	11	2.6	2	4	-3
CN1C(=O)c2ccc(NC(=O)c3cccc4ccccc34)cc2C1=O	-3	3	-6	6	-3.0	14	1.3	3	-1	-10
O=S(=O)(Nc1ccccc1)c1ccc(NS(=O)(=O)c2c(F)cccc2F)cc1	6	0	-4	3	-1.1	6	-0.6	7	-5	1
O=C(COC(=O)c1ccccc1O)Nc1cccnc1Cl	7	0	-3	0	-1.5	8	0.8	0	-1	0
COC(=O)c1sc(NC(=O)C2CCCO2)c(C(=O)OC)c1C (stereo unspecified)	4	-1	2	25	-1.7	10	-0.3	0	0	-16
CCc1nc(Cl)c(C#N)c2c1CSC(C)(C)C2	-8	-3	0	8	3.7	-27	-0.5	1	3	11
O=C(CN1CCN(CC(=O)Nc2ccccc2C(F)(F)F)CC1)Nc1ccccc1F	-4	4	-3	10	1.6	-8	2.0	3	0	-9
CCOC(=O)CCSc1nc(-c2ccccc2)cc(C(F)(F)F)n1	-2	-10	0	1	-2.7	11	0.3	-3	3	25
COc1ccc(CC(=O)NNC(=O)COc2ccc3ccccc3c2)cc1	3	3	0	-1	0.4	-2	1.1	2	3	12
CC(C)CCNC(=O)CC1Nc2c3ccccc3nc(=S)n2C1=O (stereo unspecified)	-4	-2	0	-1	-3.5	18	-0.7	-3	2	5

Printed as active in MOR-DOR inv ag, among the entries above:
SMILES	Keap1-Nrf2 PPI	CAL-PDZ inh HTS	MOR-DOR ag	MOR-DOR inv ag	C-LANA FP	V-ATPase pH
O=C1Nc2ccccc2C1=Nc1ccc(-c2nnc3n2CCCCC3)cc1	1&-3	-5&0	-6.8&-11	35*	-0.5&-0.4	2&2

Following part:
SMILES	RTF Ca sens act	HTR5A ag ctr	Keap1-Nrf2 PPI	CAL-PDZ inh HTS	MOR-DOR ag	MOR-DOR inv ag	C-LANA FP	V-ATPase pH	Cardiac RTF inh	HTR5A inv ag
O=C(CSc1ccc(Br)cc1)Nc1ccccc1Oc1ccccc1	-3	2	-5	5	4.4	-30	-0.1	0	-19	-28
O=[N+]([O-])c1ccc(S(=O)Cc2ccccc2)c([N+](=O)[O-])c1 (stereo unspecified)	-4	-2	-8	-9	-3.4	15	-6.9	22*	1	7
CC(=O)c1cccc(NC(=O)c2sc3nc4n(c(=O)c3c2C)CCCC4)c1	2	-3	-3	-9	-1.9	10	1.2	0	-9	5
COCCOc1cc(-n2cccc2)c(Cl)cc1Cl	-4	5	-4	-1	-0.4	2	-0.2	-2	4	11
CC(C)(C)N(Cc1ccccc1)C(=O)CSc1nnc(CNc2ccc(F)cc2)o1	-1	3	-1	0	2.0	-11	-2.5	8	-2	7
CC(=O)N1CCN(c2ccc(NC(=O)c3ccccc3Cl)cc2)CC1	-4	1	0	-1	-1.3	6	0.2	10	1	-4
O=C(NNc1ccc(Cl)cc1)c1c(F)cccc1Cl	1	3	4	5	-3.2	16	2.6	-1	-5	21
NC(=O)COC(=O)c1ccccc1SCC(=O)NC1CCCCCCC1	0	-5	-2	-2	-0.8	5	-0.4	2	2	-10
O=C(COc1ccccc1[N+](=O)[O-])N/N=C/c1ccccn1	-2	-3	0	-8	-1.7	9	-0.6	5	-7	7
COc1ccccc1N(CC(=O)Nc1ccccc1)S(=O)(=O)c1cccs1	5	4	-2	-1	5.3	-21	0.4	-1	8	6
CCN1c2cccc3cccc(c23)S1(=O)=O	5	1	6	·	-0.4	2	1.7	3	-8	-3
Cn1c(-c2ccsc2)c(-c2cccs2)c2cc(-c3ccc4cc[nH]c4c3)ccc21	1	-1	-3	-2	0.0	0	1.1	3	-5	-18
CSc1ccc(/C=C2\C(=N)N3N=C(CC(=O)N4CCOCC4)SC3=NC2=O)cc1	1	12*	-3	·	-1.6	8	5.4	-6	-8	-37
COc1ccc(S(=O)(=O)N2CCC(C(=O)NC3CCCCC3)CC2)cc1OC	-1	-4	1	-2	-0.6	4	-6.3	1	0	11
Cn1nnnc1P(=O)(c1ccccc1)c1ccccc1	13	6	-1	0	-1.1	6	-1.4	-6	-2	-13
O=C(Nc1cccc(Cl)c1)Nc1cc(S(=O)(=O)N2CCOCC2)ccc1N1CCCC1	-5	-3	5	-4	0.3	-1	0.8	1	2	10
O=C(COc1ccccc1)Nc1ncn[nH]1	-3	3	0	-1	-2.4	12	-0.9	1	-20	2
COc1ccc(CNC(=O)CNS(=O)(=O)c2cccc(C#N)c2)cc1OC	-7	-1	0	-1	-2.1	10	1.6	1	7	2
Cc1c(NS(=O)(=O)c2cccc(C(=O)Nc3ccccc3)c2)c(=O)n(-c2ccccc2)n1C	-4	-6	-1	-1	-5.5	22	1.7	-1	-9	15
COc1cc(/C=N/n2cnnc2)ccc1OS(=O)(=O)c1ccccc1[N+](=O)[O-]	4	-4	2	-9	3.9	-23	-3.9	6	-1	10
OCCCCCNc1ncnc2ccccc12	-2	-6	-1	-1	-0.1	0	1.5	3	-12	14
CCOC(=O)CSc1nc2sc(C(=O)O)c(C)c2c(=O)[nH]1	-4	7	0	-2	-3.4	17	-0.1	2	4	-19
CN(C)S(=O)(=O)c1cccc(NC(=O)/C=C/c2ccc(S(=O)(=O)N3CCOCC3)cc2)c1	-1	-1	-2	·	-1.3	5	-0.8	-3	0	-1
CCC1Sc2ccc(S(=O)(=O)CCC(=O)Nc3ccc(C(=O)OC)cc3)cc2NC1=O (stereo unspecified)	0	2	0	-3	-0.6	3	1.5	-3	-5	-2
Cc1ccnc(N/C=C(/NC(=O)c2ccccc2)C(=O)N/N=C\c2ccc(F)cc2)n1	11	1	-4	0	-1.0	6	-0.4	-6	4	6
O=C(CCCc1ccccc1)N=C1SC2CS(=O)(=O)CC2N1c1ccccc1 (stereo unspecified)	-7	0	-5	15	-2.6	13	0.1	-2	-3	1
O=C(Nc1ccn(CCCNCc2ccccn2)c(=O)n1)OCc1ccccc1	-9	0	-5	-7	-2.2	10	-1.0	3	-2	-1
O=C(NCc1nc2ccccc2[nH]1)C1=C[C@H](C2CC2)C[C@H](OCCCCO)O1	3	0	-4	-6	-2.2	12	2.8	-2	-2	-11
Cc1cccc(C)c1NC(=O)CSc1nnc(Cn2nnc(-c3ccccc3)n2)n1-c1ccccc1	3	-10	-2	-2	2.1	-11	-0.2	-2	-4	26
O=C(NCCCN1CCOCC1)c1sc2cc(F)ccc2c1Cl	-6	1	0	-1	-0.5	4	-0.4	-4	-12	-3
CC(C)NC(=O)CCNS(=O)(=O)c1ccc(Br)cc1	2	1	-3	·	1.2	-7	1.5	2	-4	18
CCC(Sc1nc2ncccc2[nH]1)C(=O)NC1CCCC1 (stereo unspecified)	8	2	-7	·	0.6	-3	-0.3	-4	-10	-5
O=C(O)CN(c1ccc(F)cc1)S(=O)(=O)c1ccc2c(c1)OCCO2	6	-2	2	0	-2.4	14	0.3	7	-1	14
CNc1c(NS(=O)(=O)c2cc(NC(C)=O)ccc2C)c(=O)oc2ccccc12	1	4	-3	-5	-0.7	5	-1.6	1	-20	10
CCCN(C(=O)COC(=O)CSc1ccc(C(N)=O)cc1[N+](=O)[O-])C1CCS(=O)(=O)C1 (stereo unspecified)	4	6	0	6	-3.0	16	-2.2	-4	5	-14
COc1cc(-c2cc(C(=O)O)c3c(OC)c(OC)c(OC)cc3n2)ccc1O	3	7	-3	-2	-3.0	14	5.3	-3	-3	-36
Cc1ccc(CSc2nc3c(c(N(C)C)n2)CCCC3)cc1	2	1	-1	-3	5.1	-30	0.2	-2	-9	-7
NC(=O)CSc1nnc(-c2ccc(S(=O)(=O)N3CCCCC3)cc2)n1-c1ccccc1	-5	12	4	-3	-0.8	5	0.8	1	8	-30
O=C(COC(=O)CNC(=O)c1ccc(Cl)cc1)Nc1ncc(C(F)(F)F)cc1Cl	-2	-1	-1	1	-1.8	12	1.6	2	-12	-22
O=C(O)CCCC(=O)Nc1cccc(C(=O)Nc2ccccc2C(=O)O)c1	3	6	-1	8	-1.0	5	0.4	-2	-4	-16
